HPDE-C7 cytotoxicity = HPDE-C7 pancreatic duct cell viability loss – fluorescence, HTS (AID 430); HPDE-C7 pancreatic duct cells viability, fluorescence; higher % means a stronger effect; one-dose cytotoxicity, % at 10 µM; EC50 in µM for titrated hits; hit rate 1.8% among 63,000;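 also: cells exposed to compound for 48 hours before viability readout; 0% = vehicle and 100% = reference cytotoxic drug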
TNAP inhibition = inhibition of tissue-nonspecific alkaline phosphatase – biochemical, luminescent (AID 518) | purified TNAP enzyme, luminescent substrate readout; higher % means a stronger effect | one-dose inhibition, % at 20 µM; IC50 in µM for titrated hits | hit rate 0.09% among 64,000; in the data active = a potency from the dose series; inactive = the rest, 99 in 100 with inhibition below about 22%;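 also: plate controls were vehicle for no effect and reference inhibitor for full effect; many of its hits are not listed in these tables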
Spn DPM-DC inh = inhibitors of Streptococcus pneumoniae diphosphomevalonate decarboxylase. purified DPM-DC, PK/LDH coupled NADH fluorescence. calls only at 10 µM. hit rate 0.49% among 65,000. AID 556;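 active = the 320 compounds with the highest percent inhibition in the single-dose primary screen, excluding strongly autofluorescent ones, cut at about 32% in these data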;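 also: kinetic rate of NADH fluorescence loss reporting ADP formed by the decarboxylase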
Spn PMK inh = S. pneumoniae PMK inhibition; purified PMK, PK/LDH-coupled NADH absorbance 340 nm; hit rate 0.49% among 65,000; inhibition, % at 10 µM;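 active = top-ranked compounds by inhibition in the single 10 µM screen, taking a fixed number of the strongest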;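 also: 0% = full reaction with DMSO carrier and 100% = background rate without enzyme reaction; no value below 0 was filed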
HT1080 viability = HT1080 cell viability loss – fluorescence readout (AID 620); cytotoxicity, % at 10 µM, or EC50 in µM where a hit was titrated; hit rate 0.42% among 87,000; HT1080 viability, fluorescence; higher % means a stronger effect;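 also: cells exposed to compound overnight then 4 h with Alamar Blue; 0% = vehicle DMSO and 100% = killing control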
KRASV12 cytotoxicity = viability loss of HPDE-C7K cells – cell-based, fluorescence, HTS, primary screen (AID 431) | hit rate 1.7% among 63,000 | HPDE-C7K KRASV12 cells, Alamar Blue viability, 48 h; higher % means a stronger effect | cytotoxicity, % at 10 µM, or EC50 in µM where a hit was titrated;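 active = compounds whose percent cytotoxicity in the single-dose primary screen, scaled between solvent and toxic-drug controls, exceeds 50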;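 also: 0% = DMSO solvent wells and 100% = doxorubicin-treated wells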
Bfl-1 inhibitors = displacement of Bid BH3 peptide from Bfl-1 – biochemical, fluorescence polarization, FITC-Bid, mouse, primary screen (AID 432); hit rate 0.02% among 64,000; one-dose displacement, % at 20 µM; IC50 in µM for titrated hits; FITC-Bid BH3 peptide fluorescence polarization displacement; higher % means a stronger effect; in the data active = a potency from the dose series; inactive = the rest, 99 in 100 with displacement below about 15%; also: strong numbers were not always called active
Spn MK inh = blocks S. pneumoniae mevalonate kinase | purified MK, PK/LDH-coupled NADH absorbance 340 nm | inhibition, % at 10 µM | hit rate 0.48% among 65,000 | AID 555;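 active = ranked among the strongest by inhibition in the single 10 µM screen, a fixed top-ranked set picked for dose follow-up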; also: no value below 0 was filed
LYP inhibition = LYP phosphatase inhibitors, primary screen, biochemical, DiFMUP fluorescence, recombinant catalytic domain, 10 µM (AID 606). recombinant LYP catalytic domain, DiFMUP fluorescence; higher % means a stronger effect. inhibition, % at 10 µM; hits with a dose series show IC50 in µM. 52,000 tested, under 10 active;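 active = IC50 under 40 µM in the dose-response test; inactive = IC50 of 40 µM or more, or never dose-tested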
Spn PMK inh pilot replicates = recorded beside Spn PMK inh, whose call it bears; inhibition, %; measured here: pilot screen replicates
Spn MK inh pilot replicates = second read-out of Spn MK inh, no call of its own (marks repeat the call); inhibition, %; measured here: pilot screen replicates
Spn DPM-DC inh pilot screen % = further read-out of Spn DPM-DC inh, marked with its call; inhibition, %; measured here: pilot screen trials
Numbers without * were called inactive; i = inactive; / = not tested or not shown. Rule as the data show it, unless noted: active = cytotoxicity above about 50%; inactive = the rest. Rows were taken by chance; 3.6% or so of the library scored in one or more.

SMILES | HPDE-C7 cytotoxicity | TNAP inhibition | Spn DPM-DC inh | Spn PMK inh | HT1080 viability | KRASV12 cytotoxicity | Bfl-1 inhibitors | Spn MK inh | LYP inhibition | others
O=C1C2CCCN2C(c2cccc(Br)c2)N1c1ccc(F)cc1 (stereo unspecified) | -14% | 5% | i | 6 | -4% | -18% | -10% | 10 | 10%
CCOC(=O)C1CCN(S(=O)(=O)c2cccc(-c3csc(C)n3)c2)CC1 | -1% | 7% | i | 11 | -1% | -6% | -1% | 11 | 11% | Spn PMK inh pilot replicates=2.0;Spn MK inh pilot replicates=0.0;Spn DPM-DC inh pilot screen %=2.5
COc1ccc(N2CCN(C(=O)C3CCN(S(=O)(=O)N4CCOCC4)CC3)CC2)cc1 | 1% | 1% | i | 9 | -5% | 2% | -7% | 0 | /
N#Cc1nc(COc2ccc(Br)cc2)oc1N1CCN(Cc2ccccc2)CC1 | 9% | 10% | i | 0 | 2% | 12% | 0% | 9 | -6%
CCCN(CCC)C(=O)c1c(C)[nH]c(C(=O)OCC)c1C | -3% | 11% | i | 0 | 6% | 1% | -6% | 7 | -4% | Spn PMK inh pilot replicates=3.0;Spn MK inh pilot replicates=3.0;Spn DPM-DC inh pilot screen %=1.0
C/C(=C(\C#N)C(=O)NC1CCCCC1)N(C)C | -12% | 6% | i | 2 | 8% | -9% | -4% | 0 | /
CCOC(=O)c1ccc(NC(=O)COc2ccccc2OC)cc1 | 12% | 2% | i | 5 | -11% | 10% | -11% | 0 | 5%
COC(=O)CN(c1ccc(OC)c(OC)c1)S(C)(=O)=O | 2% | 5% | i | 3 | -3% | -2% | 2% | 0 | 8%
CCOC(=O)N1CCN(C(=O)C2CCCN(c3ncnc4c3sc3cccc(F)c34)C2)CC1 (stereo unspecified) | 13% | 8% | i | 18 | -9% | 13% | -4% | 8 | 2%
Cc1nc(-c2ccccc2)sc1C(N)=O | 12% | 13% | i | 4 | 2% | 0% | -2% | 11 | -9% | Spn PMK inh pilot replicates=4.5;Spn MK inh pilot replicates=0.0;Spn DPM-DC inh pilot screen %=0.0
Cn1cccc1Cc1nnc(SCC(=O)N2CCOCC2)n1-c1ccc(F)cc1 | -2% | 14% | i | 10 | / | -3% | -5% | 1 | 0% | Spn PMK inh pilot replicates=1.5;Spn MK inh pilot replicates=2.0;Spn DPM-DC inh pilot screen %=0.0
O=C(Nc1ccccc1C(=O)NCc1ccco1)c1ccccc1 | 3% | 7% | i | 8 | -11% | 14% | -8% | 7 | 2%
CCOc1ccc2[nH]c(=O)c(CN(CC3COCCO3)C(=O)C3CC3)cc2c1 (stereo unspecified) | -5% | 2% | / | 2 | 8% | -3% | -1% | 21 | 10%
COc1cc(C(=O)N2CCN(C(=O)c3ccco3)CC2)cc(OC)c1OC | 31% | 15% | i | 6 | / | 13% | -4% | 4 | /
O=C(Nc1ccc(S(=O)(=O)N2CCCCC2)cc1)c1cnccn1 | -2% | 5% | i | 0 | -6% | -9% | -10% | 6 | 1%
O=C(CN1C(=O)CSC1=O)N1CCc2ccccc2C1 | 7% | 8% | i | 16 | 3% | -3% | -6% | 3 | 7% | Spn PMK inh pilot replicates=0.0;Spn MK inh pilot replicates=0.0;Spn DPM-DC inh pilot screen %=0.0
CC1(C)C2CCC13CS(=O)(=O)N[C@@H]3C2 (stereo partly specified) | / | 10% | i | 0 | 24% | / | -4% | 10 | -15%
Oc1cccc(/C=N/c2c(-c3ccco3)nc3ccccn23)c1 | -4% | 6% | / | 21 | -5% | -9% | 13% | 5 | /
O=S(=O)(c1cccc2cccnc12)N(CCO)CCO | -11% | 7% | i | 0 | -7% | -16% | 1% | 6 | 1%
Cc1ccc(S(=O)(=O)N2CCCC(C(=O)NC3=NCCS3)C2)cc1 (stereo unspecified) | -8% | 18% | i | 9 | -5% | 9% | 1% | 5 | 12% | Spn PMK inh pilot replicates=2.0;Spn MK inh pilot replicates=2.0;Spn DPM-DC inh pilot screen %=0.5
CCOC(=O)C(C)Sc1nnc(-c2ccccc2O)n1Cc1ccccc1 (stereo unspecified) | -5% | 18% | i | 2 | 9% | -5% | -9% | 5 | /
Cc1cc2cc(CNC(=O)c3ccc4c(c3)OCO4)ccc2[nH]1 | 3% | 17% | i | 8 | -12% | 16% | 6% | 6 | 12% | Spn PMK inh pilot replicates=3.5;Spn MK inh pilot replicates=3.0;Spn DPM-DC inh pilot screen %=0.0
O=C(CC1CCS(=O)(=O)C1)NC1CCCCC1 (stereo unspecified) | 2% | -5% | i | 13 | -2% | 0% | 2% | 0 | /
COC(=O)NC(Nc1sc2c(c1C(N)=O)CCCC2)(C(=O)OC)C(F)(F)F (stereo unspecified) | 4% | 3% | i | 1 | 3% | 1% | 21% | 0 | 9%
COc1cccc(N(CC(=O)Nc2cccc(C(C)=O)c2)S(C)(=O)=O)c1 | -6% | 6% | i | 6 | 8% | 12% | -3% | 19 | 0%

Three compounds picked at random from those above:
SMILES | HPDE-C7 cytotoxicity | TNAP inhibition | Spn DPM-DC inh | Spn PMK inh | HT1080 viability | KRASV12 cytotoxicity | Bfl-1 inhibitors | Spn MK inh | LYP inhibition | others
COc1cccc(N(CC(=O)Nc2cccc(C(C)=O)c2)S(C)(=O)=O)c1 | -6% | 6% | i | 6 | 8% | 12% | -3% | 19 | 0%
C/C(=C(\C#N)C(=O)NC1CCCCC1)N(C)C | -12% | 6% | i | 2 | 8% | -9% | -4% | 0 | /
Cn1cccc1Cc1nnc(SCC(=O)N2CCOCC2)n1-c1ccc(F)cc1 | -2% | 14% | i | 10 | / | -3% | -5% | 1 | 0% | Spn PMK inh pilot replicates=1.5;Spn MK inh pilot replicates=2.0;Spn DPM-DC inh pilot screen %=0.0

Back to the main list; the 2 compounds before the break are reprinted first.
SMILES | HPDE-C7 cytotoxicity | TNAP inhibition | Spn DPM-DC inh | Spn PMK inh | HT1080 viability | KRASV12 cytotoxicity | Bfl-1 inhibitors | Spn MK inh | LYP inhibition | others
COC(=O)NC(Nc1sc2c(c1C(N)=O)CCCC2)(C(=O)OC)C(F)(F)F (stereo unspecified) | 4% | 3% | i | 1 | 3% | 1% | 21% | 0 | 9%
COc1cccc(N(CC(=O)Nc2cccc(C(C)=O)c2)S(C)(=O)=O)c1 | -6% | 6% | i | 6 | 8% | 12% | -3% | 19 | 0%
CNC(=O)c1c(N)sc2c1CCCCC2 | -18% | 3% | i | 6 | -10% | 0% | 5% | 1 | -11%
CCC1CCCCN1S(=O)(=O)c1ccc2c(c1)CCN2C(=O)C1CCC1 (stereo unspecified) | -2% | 7% | i | 5 | -8% | -8% | -2% | 5 | -5%
Cc1ccc(-n2[nH]c(C)c(C=Nc3cc(C)ccn3)c2=O)cc1 | -8% | 12% | i | 10 | 15% | -6% | 2% | 3 | 3%
O=C(CCc1nc2ccccc2[nH]1)Nc1ccc2c(c1)OCCO2 | 1% | 7% | i | 12 | -2% | -3% | -4% | 6 | -10%
CCOc1ccc(CCNC(=O)CN(C)S(=O)(=O)c2cccc3nsnc23)cc1OCC | -2% | 9% | i | 16 | 8% | 3% | 4% | 0 | -4%
Cc1ccccc1OCC(O)Cn1c(SC(C)C)nc2c1c(=O)[nH]c(=O)n2C (stereo unspecified) | 1% | 4% | i | 0 | 6% | -17% | 4% | 7 | 2%
CCn1cc(C(=O)NCC(=O)OC)c2cc(OC)c(OC)cc2c1=O | -16% | 10% | i | 15 | 29% | -2% | -10% | 4 | /
Cc1noc(C)c1CSCC(=O)OCC(=O)Nc1sccc1C#N | 6% | 1% | i | 17 | -5% | 3% | -4% | 0 | 5%
O=C(CS(=O)(=O)c1ccccc1)c1ccc2c(c1)OCCO2 | -15% | 3% | i | 10 | 5% | -8% | -3% | 4 | -3%
O=C(CSc1nc2cc(Cl)ccc2o1)N1CCOCC1 | -1% | 8% | i | 14 | 2% | -10% | -6% | 8 | -1%
CCOCCOC(=O)C1=C(C)N(C)C(=O)NC1c1cc(Cl)c(O)c(OC)c1 (stereo unspecified) | -10% | 7% | i | 11 | -4% | 4% | -5% | 2 | /
CCSc1nnc(NC(NC(=O)c2ccco2)(C(F)(F)F)C(F)(F)F)s1 | 1% | 3% | i | 0 | 3% | 0% | 8% | 1 | 1%
O=c1oc2c3c4c(cc2c(C(F)(F)F)c1CCN1CCOCC1)CCCN4CCC3 | 6% | 9% | i | 4 | -4% | 22% | 37% | 0 | 3%
O=C(Cn1ccc2ccccc2c1=O)NCCC(=O)N1CCN(C(=O)c2ccco2)CC1 | -9% | 6% | i | 15 | 13% | -1% | 5% | 0 | 16% | Spn PMK inh pilot replicates=3.0;Spn MK inh pilot replicates=9.5;Spn DPM-DC inh pilot screen %=4.0
COCCn1c(=S)[nH]c2cc(C(=O)NCC3CCCO3)ccc2c1=O (stereo unspecified) | 0% | 4% | i | 11 | -1% | 2% | -3% | 4 | -17%
O=C(Nc1cccc(Oc2c(F)c(F)c(F)c(F)c2F)c1)N1C[C@@H]2C[C@@H](C1)c1cccc(=O)n1C2 | 1% | 4% | i | 3 | -18% | -5% | 2% | 12 | /
O=C(O)CCCCCNC(=O)CCn1nnc2ccccc2c1=O | -36% | 4% | i | 2 | -6% | -23% | -2% | 6 | /
Cc1oc(-c2ccccc2F)nc1CS(=O)(=O)CC(=O)N1CCN(Cc2ccccc2)CC1 | -10% | 12% | i | 0 | -2% | 8% | 4% | 9 | -1% | Spn PMK inh pilot replicates=3.0;Spn MK inh pilot replicates=2.0;Spn DPM-DC inh pilot screen %=0.0
CCc1c(C)nc(SCCOc2ccc(OC)cc2)[nH]c1=O | 5% | 13% | i | 0 | -7% | 2% | 5% | 4 | 4%
CN1CCN(c2ccc(NC(=O)c3ccc4c(c3)OCO4)cc2)CC1 | -11% | 8% | i | 20 | 15% | -5% | 1% | 4 | -11%
Cn1c(=O)c2c(nc(NCCO)n2C)n(C)c1=O | 1% | 9% | i | 0 | / | 10% | -4% | 4 | 10%
CCN(CC)C(=O)C1CCCN(Cc2ccccc2C(F)(F)F)C1 (stereo unspecified) | 7% | 0% | i | 0 | -1% | 6% | 0% | 45* | /
Cc1cccc(C(=O)Nc2ccc(O)cc2)c1 | -10% | -5% | i | 15 | 12% | -5% | 7% | 1 | 17%

Ordered by molar mass (low to high): some entries from above
SMILES | HPDE-C7 cytotoxicity | TNAP inhibition | Spn DPM-DC inh | Spn PMK inh | HT1080 viability | KRASV12 cytotoxicity | Bfl-1 inhibitors | Spn MK inh | LYP inhibition | others
O=C(CSc1nc2cc(Cl)ccc2o1)N1CCOCC1 | -1% | 8% | i | 14 | 2% | -10% | -6% | 8 | -1%
Cc1noc(C)c1CSCC(=O)OCC(=O)Nc1sccc1C#N | 6% | 1% | i | 17 | -5% | 3% | -4% | 0 | 5%
CCSc1nnc(NC(NC(=O)c2ccco2)(C(F)(F)F)C(F)(F)F)s1 | 1% | 3% | i | 0 | 3% | 0% | 8% | 1 | 1%
Cc1oc(-c2ccccc2F)nc1CS(=O)(=O)CC(=O)N1CCN(Cc2ccccc2)CC1 | -10% | 12% | i | 0 | -2% | 8% | 4% | 9 | -1% | Spn PMK inh pilot replicates=3.0;Spn MK inh pilot replicates=2.0;Spn DPM-DC inh pilot screen %=0.0

High-throughput results: PubChem, several laboratories
